Screening data (PubChem)
GLS inh – qHTS for Inhibitors of Glutaminase (GLS); AID 624170, 2012; Glutaminase kidney isoform, mitochondrial (Homo sapiens), O94925; GLS enzymatic activity, qHTS titration; Potency, µM (series often up to 45.5 µM), for inactives: at the top dose activity change, negative = inhibition, most hits filed as inhibitors; actives 0.21% (n = 410,000); further: on the % scale 0 is the no-effect control and ±100 the full control effect
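hKGA; 45 mM KH2PO4 pH 8.2 + 0.02% Tween-20; cpd via pin tool; 1 mM Gln soln; GluOx/HRP/Amplex Red; RT 30 min; fluor. t0 & final.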
Pin1 inhibitor – qHTS Assay to Find Inhibitors of Pin1. Peptidyl-prolyl cis-trans isomerase NIMA-interacting 1 (Homo sapiens), Q13526. Pin1 FP peptide displacement, HiFluor488, 10 min. Potency, µM (highest dose often 115 µM), inactives show top-dose activity, negative = inhibition, hits mostly inhibitors. actives 0.009% (n = 390,000); active means well fitted inhibition curve with a large enough effect in the polarisation, with a control signal flat, not every such curve was filed as active; inconclusive means small, poorly fitted or top-dose-only effect, or effect the other way, or a change in a side signal; inactive means no such curve, though single readings can be large or run the other way; the % refers to the polarisation; further: on the % scale 0 is the no-effect control and ±100 the full control effect
Target sequence (Q13526 whole entry, looked up): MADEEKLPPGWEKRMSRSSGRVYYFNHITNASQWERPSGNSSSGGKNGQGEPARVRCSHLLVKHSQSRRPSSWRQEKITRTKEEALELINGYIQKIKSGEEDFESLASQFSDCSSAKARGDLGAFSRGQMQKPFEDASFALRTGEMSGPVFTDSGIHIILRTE
Tb PGK inh – qHTS Assay to Find Inhibitors of Phosphoglycerate Kinase. PGK/GAPDH coupled, Kinase-Glo luminescence, 60 min. Potency, µM (highest dose often 57.5 µM), without a hit: at the highest dose activity change, negative = inhibition, most hits filed as inhibitors. actives 0.043% (n = 380,000); further: on the % scale 0 is the no-effect control and ±100 the full control effect; nearly all actives have a fitted effect of over 60% in size
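Luminescent ATP detection (Kinase-Glo Plus) follows a 60-minute room-temperature incubation, with wells lacking PGK as controls. Buffer: 100 mM TEA (pH 7.6), 5 mM MgCl2, 0.01% Tween-20. Coupling enzyme GAPDH (100 nM final) supplies unstable 1,3-BPG in-well.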
JMJD2A Tudor inh – qHTS Assay for Inhibitors of JMJD2A-Tudor Domain; Potency, µM (highest dose often 114 µM), for inactives: at the highest dose activity change, negative = inhibition, actives largely listed as inhibitors; AlphaScreen JMJD2A-Tudor / H3K4me3 peptide binding; Lysine-specific demethylase 4A (Homo sapiens), O75164; actives 4.4% (n = 390,000); further: on the % scale 0 is the no-effect control and ±100 the full control effect; nearly all actives have a fitted effect of over 50% in size
RGS4 inhibitor – Inhibitors of Regulator of G Protein Signaling (RGS) 4: qHTS; Regulator of G-protein signaling 4 (Homo sapiens), P49798; Transcreener GDP fluorescence polarization, RGS4-accelerated GTP hydrolysis; actives 0.039% (n = 390,000); AID 504845, 2011; Potency, µM (highest dose often 114 µM), for inactives: at the highest dose activity change, negative = inhibition, actives largely listed as inhibitors; further: on the % scale 0 is the no-effect control and ±100 the full control effect; nearly all actives have a fitted effect of over 75% in size; some results filed as inactive show a strong effect at the top dose
Target sequence (P49798 whole entry, looked up): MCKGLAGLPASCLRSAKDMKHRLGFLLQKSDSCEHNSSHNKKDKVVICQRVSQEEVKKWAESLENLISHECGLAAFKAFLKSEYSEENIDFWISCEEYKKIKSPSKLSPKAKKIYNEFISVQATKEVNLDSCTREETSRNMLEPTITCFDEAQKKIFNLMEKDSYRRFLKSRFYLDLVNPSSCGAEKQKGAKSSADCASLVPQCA
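MLSMR compounds (23 nl, pin-transferred) preincubated 10 min at room temperature with a 500nM (2x) first reagent, then RGS4 at 900nM (2x) plus Transcreener GDP mix added; fluorescence polarization (620/688 nm) read before and after 90 min at 30 °C.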
ERG Ets-DNA blk – qHTS for Small Molecule Inhibitors of the ERG Ets/DNA interaction. Transcriptional regulator ERG (Homo sapiens), P11308. Potency, µM (top dose mostly 76.9 µM), for inactives: at the highest dose FP activity, negative = inhibition, usual class: inhibitors. actives 0.028% (n = 370,000). fluorescence polarization, His-ERG Ets domain / labelled DNA; active means well fitted inhibition curve with a large enough effect in the polarisation, with a control signal flat; inconclusive means small, poorly fitted or top-dose-only effect, or effect the other way, or a change in a side signal; inactive means no such curve, though single readings can be large or run the other way; the % refers to the polarisation;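 further: polarization taken with two DNA probes labelled with fluorescein and Texas red; % of control where 0% means no effect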
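His-tagged ERG Ets domain (1 uM in the protein solution; 300mM KCl, 50mM Tris-HCl, 1mM EDTA, 1mM DTT, pH 7.5) received compound, then a probe mix of 5 nM fluorescein-DNA and 100nM Texas-615-DNA. Fluorescence polarization was read for both dyes.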
HP1b binding inh – HTS for Inhibitors of HP1-beta Chromodomain Interactions with Methylated Histone Tails; Chromobox protein homolog 1 (Homo sapiens), P83916; AlphaScreen HP1-beta / biotin-H3K9me3 peptide binding; Potency, µM (titrated, usually from 114 µM), inactives show at the top dose activity change, negative = inhibition, most hits filed as inhibitors; actives 0.56% (n = 390,000); further: nearly all actives have a fitted effect of over 70% in size; inactives centre near 23
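Compound inhibition of the preformed complex between 50 nM HP1-beta and 50 nM biotinylated H3K9me3 peptide was read by AlphaScreen. Buffer was PBS pH 7.4 with 0.01% Tween-20. Incubations ran 30 min at room temperature, with 10 ug/mL donor/acceptor beads.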
ALOX12 inh – Primary qHTS assay for inhibitors of human arachidonate 12S-lipoxygenase (ALOX12): Round 2; actives 1.1% (n = 580,000); purified 12hLO, xylenol orange hydroperoxide absorbance; Polyunsaturated fatty acid lipoxygenase ALOX12 (Homo sapiens), P18054; Potency, µM (top dose mostly 108 µM), without a hit: top-dose activity change, negative = inhibition, most hits filed as inhibitors; further: on the % scale 0 is the no-effect control and ±100 the full control effect
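Purified human 12hLO (150 nM final) in 25 mM Hepes, 0.01% Triton X-100, pH 7.0 was preincubated 15 min at room temperature with compound. Then 40 uM arachidonic acid was added, 30 min. Hydroperoxide was read by Fe-XO absorbance ratio 573/405 nm.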
TrxR1 inh – qHTS Assay for Inhibitors of Mammalian Selenoprotein Thioredoxin Reductase 1 (TrxR1): qHTS; actives 1% (n = 390,000); Thioredoxin reductase 1, cytoplasmic (Rattus norvegicus), O89049; recombinant rTrxR1, NADPH fluorescence consumption, selenite substrate; Potency, µM (highest dose often 114 µM), for inactives: at the top dose activity change, negative = inhibition, hits mostly inhibitors; further: on the % scale 0 is the no-effect control and ±100 the full control effect; nearly all actives have a fitted effect of over 65% in size
Target sequence (O89049 whole entry, looked up): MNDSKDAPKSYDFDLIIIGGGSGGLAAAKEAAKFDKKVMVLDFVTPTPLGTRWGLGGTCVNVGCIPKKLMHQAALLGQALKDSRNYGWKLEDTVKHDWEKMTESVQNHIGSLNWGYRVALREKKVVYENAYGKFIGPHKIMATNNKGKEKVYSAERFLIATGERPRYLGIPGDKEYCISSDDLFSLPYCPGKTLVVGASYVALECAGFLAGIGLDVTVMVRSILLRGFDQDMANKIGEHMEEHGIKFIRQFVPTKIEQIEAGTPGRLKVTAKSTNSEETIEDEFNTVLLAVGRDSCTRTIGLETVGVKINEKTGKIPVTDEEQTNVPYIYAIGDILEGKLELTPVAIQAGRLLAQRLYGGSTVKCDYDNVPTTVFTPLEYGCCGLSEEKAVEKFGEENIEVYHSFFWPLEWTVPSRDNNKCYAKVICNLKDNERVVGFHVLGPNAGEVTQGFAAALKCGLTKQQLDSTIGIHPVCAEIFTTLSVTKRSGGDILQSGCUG
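Rat TrxR1 (90 nM in the dispensed reagent) was pre-reduced with 400 uM NADPH for 5 min at room temperature, then incubated with compound for 15 min. After 400 uM selenite was added, NADPH fluorescence (Ex 340/Em 450 nm) was followed for 8 min.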
The depositor's hits bear a star; i = inactive; ? = inconclusive; . = not tested or not shown; & = joins results of further samples; [ ] = remark or other dose. Unless noted, the call rests on the fitted dose curve; in most records, active means well fitted curve in the direction sought with a large enough effect; inconclusive means small, poorly fitted or top-dose-only effect, or another doubt; inactive means no such curve, though single readings can be large; an effect the other way counts as inactive or inconclusive. Potency means the concentration at half of the fitted maximal effect.

GLS inh	Pin1 inhibitor	Tb PGK inh	JMJD2A Tudor inh	RGS4 inhibitor	ERG Ets-DNA blk	HP1b binding inh	ALOX12 inh	TrxR1 inh	Structure
16%	-10%	-2%	-9%	-7%	-1%	32%	.	5%	On1c(-c2ccccc2)nc2ncccc21
13%	-3%	-1%	-22%	-18%	-3%	32%	?	9%	CCOC(=O)c1cc(OC(=O)c2ccccc2Br)n(-c2ccccc2)n1
1%	-3%	-1%	-13%	-14%	9%	62%[activator]	-10%	-14%	COc1cccc(C(=O)NCc2ccco2)c1
-1%	3%	-3%	-27%	-4%[11.4 µM]	11%	34%	-10%	5%	Cc1ccc(C)c(N2CCN(S(=O)(=O)c3c(C)[nH]c(C)c3C(=O)N3CCCCC3)CC2)c1
7%	1%	-6%	-23%	-38%	-5%	11%	0%	6%	O=C(CSc1ccccn1)N1CCN(c2ccc(Cl)cc2)CC1
-9%	4%	-6%	-14%	4%	2%	22%	20%	16%	CC(C)(C)SCCNC(=O)CN(c1ccc(F)c(Cl)c1)S(C)(=O)=O
3%	?	5%	-20%	1%	-1%	46%[activator]	-2%	7%[57.1 µM]	Brc1csc(CN2CCc3nc(Nc4ccccc4)ncc3C2)c1
4%	0%	1%	79µM*	?	1%	-25%	?	18µM*	COc1ccc(-c2ccc(CCC(=O)O)o2)cc1
0%	3%	4%	-17%	?	-5%	30%	0%	6%	CC(/C=N/NC(=O)c1cccc(F)c1)=C\c1ccccc1
25%	1%	2%	?	-30%	6%	?	-2%	-13%	CCOc1ccccc1C=C1SC(=S)NC1=O
7%	-5%	-6%	-24%	-10%	3%	5%	-16%	2%	COc1ccccc1-c1noc(-c2ccc(N(C)Cc3ccccc3)c([N+](=O)[O-])c2)n1
-2%	0%	-7%	-10%	2%	0%	13%	13%&21%	25%[57.1 µM]	CCc1nc2c3cnn(-c4cc(Cl)ccc4C)c3ncn2n1
-1%	4%	-1%	-21%	7%	2%	25%	-7%	73%[activator]	Cc1nc2cc(-c3cccc(F)c3)nn2c(C)c1CCC(=O)NC(C)c1ccc2c(c1)OCCO2 (stereo unspecified)
0%	3%	-2%	-33%	3%	9%	-11%	5%	-16%	CCC1CCC(c2nnc(-c3ccc([N+](=O)[O-])cc3)o2)CC1 (stereo unspecified)
10%	-10%	i	-16%	-3%	-2%	28%	-26%	-1%	CC(C)(C)OC(=O)N1CCC(c2c(C(=O)NCCN3CCOCC3)cnn2-c2cccc(F)c2)CC1
-4%	-3%	2%	14%	24%	-4%	41%	-1%	3%	c1csc(-n2nc3ccccc3n2)c1
4%	6%	3%	-13%	-3%	0%	44%[activator]	-3%	6%	CC(C)(C)NC(=O)COC(=O)c1ccc(S(=O)(=O)N2CCCCCC2)cc1
0%	1%	-4%	-33%	-33%	-7%	-15%	13%	4%	CCOC1(OCC)C(c2ccc(N)cc2)C(C#N)(C#N)C1(OCC)OCC (stereo unspecified)
-10%	1%	i	-9%	0%[56.9 µM]	5%	43%[activator]	0%	16%	Cc1nnc(NC(=O)CSc2nnc(NC(=O)C(C)(C)C)s2)s1
19%	3%	-9%	-20%	12%	6%	13%	-23%	50%[activator]	C=CCNC(=S)NNc1nc(N2CCCC2)nc(N2CCCC2)n1
0%	-2%	-6%	-8%	-5%	-11%	26%	7%	-10%	COC(=O)CCC(NC(=O)c1cc(C)oc1C)C(=O)OC (stereo unspecified)
-1%	-9%	-1%	-15%	15%	3%	25%	-14%	-18%	COc1ccc(CCNC(=O)CSc2ccc3nnc(CCNC(=O)c4ccc(C)cc4)n3n2)cc1OC
5%	?	10%	-8%	10%	5%	24%	4%	6%[57.1 µM]	CC(C)(C)C(=O)Nc1cccc(C(=O)OCc2cc(=O)n3nc(C4CC4)sc3n2)c1
3%	-16%	6%	-13%	-5%	-2%	22%	-6%	?	O=C(C1=C[C@@H](C2CC2)C[C@@H](OCCCCO)O1)N1CCN(Cc2ccccc2)CC1
-10%	-6%	-8%	-9%	10%	-17%	37%	6%	19%	O=C(O)C1CCCN1C(=O)Nc1ccccc1 (stereo unspecified)
0%	-1%	5%	-10%	22%	-11%	39%	179%[activator]	9%	Cc1ccc(S(=O)(=O)NCCNc2ccc(Br)c(C)c2)cc1
7%	-2%	-2%	-12%	1%	-3%	52%[activator]	202%[activator]	13%	CC1=NN(C(=O)Cc2ccc([N+](=O)[O-])cc2)C(O)(C(F)(F)C(F)(F)F)C1 (stereo unspecified)
-3%	2%	-4%	-2%	21%	.	12%	5%	4%	c1ccc2c(c1)C(=NCC1CCCO1)NC2=NCC1CCCO1 (stereo unspecified)
-2%	0%	i	80%[activator]	-14%	-2%	147%[activator]	?	-46%	CCOC(=O)c1sc2nccc(N(C)C)c2c1N=CNOCc1c(F)cccc1Cl
-3%	3%	7%	8%	2%	5%	35%	48%[activator]	26%	N#Cc1ccccc1Cn1c(=O)oc2ccccc21

In the list so far, these contain an aryl thioether with sulfur outside any ring.
GLS inh	Pin1 inhibitor	Tb PGK inh	JMJD2A Tudor inh	RGS4 inhibitor	ERG Ets-DNA blk	HP1b binding inh	ALOX12 inh	TrxR1 inh	Structure
7%	1%	-6%	-23%	-38%	-5%	11%	0%	6%	O=C(CSc1ccccn1)N1CCN(c2ccc(Cl)cc2)CC1
-10%	1%	i	-9%	0%[56.9 µM]	5%	43%[activator]	0%	16%	Cc1nnc(NC(=O)CSc2nnc(NC(=O)C(C)(C)C)s2)s1
-1%	-9%	-1%	-15%	15%	3%	25%	-14%	-18%	COc1ccc(CCNC(=O)CSc2ccc3nnc(CCNC(=O)c4ccc(C)cc4)n3n2)cc1OC

The main list resumes, repeating the 2 entries before the break.
GLS inh	Pin1 inhibitor	Tb PGK inh	JMJD2A Tudor inh	RGS4 inhibitor	ERG Ets-DNA blk	HP1b binding inh	ALOX12 inh	TrxR1 inh	Structure
-2%	0%	i	80%[activator]	-14%	-2%	147%[activator]	?	-46%	CCOC(=O)c1sc2nccc(N(C)C)c2c1N=CNOCc1c(F)cccc1Cl
-3%	3%	7%	8%	2%	5%	35%	48%[activator]	26%	N#Cc1ccccc1Cn1c(=O)oc2ccccc21
-3%	-4%	i	-21%	-15%	2%	-3%	-14%	24%	CCOC(=O)c1sc(NC(=O)/C=C/c2ccccc2)nc1C
2%	?	2%	-11%[11.4 µM]	-9%	-16%	35%	-23%	22%[57.1 µM]	COc1ccc(C(=O)COC(=O)CCc2nc3ccccc3[nH]c2=O)cc1Br
2%	-4%	-12%	-16%	11%	-1%	-19%	-14%	5%	O=C(Nc1ccc2ccccc2n1)c1ccccc1Br
12%	10%	-5%	-7%	-28%	-10%	17%	6%	-7%	C=CCNc1nnc(Cl)c2ccccc12
-1%	11%	-7%	-8%	-8%	17%	-1%	2%	28%	Cc1nn(Cc2c(F)c(F)c(F)c(F)c2F)c(C)c1NC(=O)c1cccc(COc2ccccc2Cl)c1
-5%	-4%	-7%	79µM*	-21%	-3%	47%[activator]	-4%	0%	COc1ccc(N2CC(C(=O)N/N=C/c3cc([N+](=O)[O-])ccc3O)CC2=O)cc1 (stereo unspecified)
2%	-2%	i	8%	-5%	-1%	54%	0%	14%[57.1 µM]	Cc1ccccc1CNC(=O)c1ccccc1C(=O)O

Three compounds from above, arranged by SMILES length, smallest number first:
GLS inh	Pin1 inhibitor	Tb PGK inh	JMJD2A Tudor inh	RGS4 inhibitor	ERG Ets-DNA blk	HP1b binding inh	ALOX12 inh	TrxR1 inh	Structure
2%	-2%	i	8%	-5%	-1%	54%	0%	14%[57.1 µM]	Cc1ccccc1CNC(=O)c1ccccc1C(=O)O
2%	?	2%	-11%[11.4 µM]	-9%	-16%	35%	-23%	22%[57.1 µM]	COc1ccc(C(=O)COC(=O)CCc2nc3ccccc3[nH]c2=O)cc1Br
-1%	11%	-7%	-8%	-8%	17%	-1%	2%	28%	Cc1nn(Cc2c(F)c(F)c(F)c(F)c2F)c(C)c1NC(=O)c1cccc(COc2ccccc2Cl)c1

The list is partial; rates above refer to the full screens.
